Assay outcomes from PubChem.
CHO-K1 Ca PAM: counter-screen for M1 PAMs: effect in parental CHO-K1 cells. AID 602247. activation, % at 3 µM. 360,000 compounds, 0.02% hits. ATP EC20, Fluo-8 calcium fluorescence; 0% at ATP EC20, 100% at ATP max;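 active = activation above the run cutoff, the mean activation of all test compounds plus 3 SD, cut at about 40% in these data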;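 note: peak over basal fluorescence ratio in a 140 s read after ATP addition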
CHO-K1 Ca antag: M1 antagonist counterscreen hit in parental CHO-K1 cells; ATP-induced calcium, Fluo-8 fluorescence; inhibition, % at 3 µM; 360,000 compounds, 0.6% hits; AID 602250;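 active = inhibition above a per-plate cutoff, the plate's mean sample inhibition plus 3 SD, cut at about 24% in these data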;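 note: 0% = DMSO plus EC80 ATP and 100% = DMSO alone without ATP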
CHO-K1 Ca ag: M1 agonist counterscreen hit in parental CHO-K1 cells | activation, % at 3 µM | 360,000 compounds, 0.48% hits | Fluo-8 calcium fluorescence; scaled to maximal ATP response, vehicle zero | AID 602248; in the data active = activation above about 15%;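 note: untransfected CHO-K1 host cells lacking M1 receptor as counterscreen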
CHRM5 PAM: CHRM5 positive allosteric modulation | P08912 | CHO-K1 hM5, Fluo-8 calcium, ACh EC20 PAM; 0% = ACh EC20, 100% = ACh EC100 | activation, % at 3 µM | 360,000 compounds, 0.3% hits | AID 624038;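 active = activation above the run cutoff, the mean activation of all test compounds plus 3 SD, cut at about 18% in these data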
Target sequence (P08912 whole entry, looked up): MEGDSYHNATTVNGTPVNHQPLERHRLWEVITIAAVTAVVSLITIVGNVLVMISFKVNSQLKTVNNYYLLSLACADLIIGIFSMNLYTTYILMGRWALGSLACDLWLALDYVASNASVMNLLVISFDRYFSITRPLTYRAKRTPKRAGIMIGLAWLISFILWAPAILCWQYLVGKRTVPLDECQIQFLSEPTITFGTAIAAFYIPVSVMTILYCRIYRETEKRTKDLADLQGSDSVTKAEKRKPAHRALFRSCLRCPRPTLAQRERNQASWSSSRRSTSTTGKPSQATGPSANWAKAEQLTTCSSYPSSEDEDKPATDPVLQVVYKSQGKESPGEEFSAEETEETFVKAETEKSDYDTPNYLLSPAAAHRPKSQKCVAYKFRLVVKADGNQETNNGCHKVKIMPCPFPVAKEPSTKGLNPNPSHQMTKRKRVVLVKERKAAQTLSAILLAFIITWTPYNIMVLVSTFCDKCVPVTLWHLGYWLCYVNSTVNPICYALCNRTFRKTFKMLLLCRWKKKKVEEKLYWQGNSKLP
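System – CHO-K1 hM5 cells · Compound – 3 µM, single dose · Incubation – compound preincubation 140 s before EC20 acetylcholine addition · Technique – Fluo-8 calcium fluorescence · Measure – Max/basal fluorescence ratio as % of EC20–EC100 ACh window · Benchmarks – low control EC20 acetylcholine (0%), high control EC100 acetylcholine (100%) · Replication – singlicate, one well per test compound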
M4 PAM: potentiates acetylcholine response at human M4 receptor. CHO-K1 hM4/Gqi5, Fluo-8 calcium fluorescence, ACh EC20; 0% = ACh EC20, 100% = maximal ACh. activation, % at 3 µM. 360,000 compounds, 0.4% hits. P08173;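 active = activation above its plate's cutoff, the mean activation of sample wells plus 3 SD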; note: some results filed as inactive read as strong as hits
Target sequence (P08173 whole entry, looked up): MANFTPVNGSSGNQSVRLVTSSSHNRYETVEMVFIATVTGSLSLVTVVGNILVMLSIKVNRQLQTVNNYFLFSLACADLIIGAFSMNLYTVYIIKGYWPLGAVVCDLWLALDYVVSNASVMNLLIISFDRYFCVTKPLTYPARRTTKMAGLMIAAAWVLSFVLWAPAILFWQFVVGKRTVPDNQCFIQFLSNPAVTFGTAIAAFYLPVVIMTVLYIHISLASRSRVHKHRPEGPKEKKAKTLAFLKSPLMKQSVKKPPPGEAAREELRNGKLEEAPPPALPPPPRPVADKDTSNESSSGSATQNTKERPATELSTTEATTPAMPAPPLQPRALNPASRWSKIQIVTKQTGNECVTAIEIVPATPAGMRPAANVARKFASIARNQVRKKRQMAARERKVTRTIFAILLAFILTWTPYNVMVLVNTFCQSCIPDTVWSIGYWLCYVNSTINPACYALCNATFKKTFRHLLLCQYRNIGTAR
CHRM5 agonist: agonists of human muscarinic M5 receptor (CHRM5); P08912; CHO-K1 hM5 cells, Fluo-8 calcium fluorescence; 0% DMSO wells, 100% maximal acetylcholine response; activation, % at 3 µM; 360,000 compounds, 0.19% hits; AID 624037;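 active = activation above the run's mean over test compounds plus 3 SD, cut at about 23% in these data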;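 note: signal is peak over basal fluorescence ratio across the kinetic read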
CHRM4 agonist: CHRM4 agonism in calcium assay; activation, % at 3 µM; P08173; CHO-K1 hM4/Gqi5, Fluo-8 calcium fluorescence; vehicle 0%, full acetylcholine response 100%; 360,000 compounds, 0.14% hits;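 active = activation above the run mean over all test wells plus 3 SD, cut at about 32% in these data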;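 note: peak over basal fluorescence ratio per well then scaled between controls; 0% = DMSO wells and 100% = acetylcholine at EC100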
M5 antag: antagonists of human muscarinic M5 receptor (CHRM5); P08912; CHO-hM5 cells, Fluo-8 calcium fluorescence, ACh EC80; inhibition, % at 3 µM; 360,000 compounds, 0.59% hits; AID 624040;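 active = inhibition above a per-plate cutoff, the mean of that plate's test compounds plus 3 SD, cut at about 27% in these data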;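 note: 0% = acetylcholine EC80 with DMSO and 100% = DMSO without agonist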
M4 antag: blocks acetylcholine activation of human M4 receptor; P08173; CHO-hM4 cells, ACh EC80, Fluo-8 calcium fluorescence; inhibition, % at 3 µM; 360,000 compounds, 0.73% hits; AID 624125;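 active = inhibition above its plate's cutoff, the mean inhibition of sample wells plus 3 SD, cut at about 27% in these data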;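 note: 0% = acetylcholine EC80 with DMSO and 100% = DMSO without agonist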
Active calls of the source: *.

1: C=CCNc1nc(Cl)nc(NC2CCCCC2)n1
2: CCc1nnc(NC(=O)CCC(=O)N2CCN(Cc3ccc(OC)c(F)c3)CC2)s1
3: Nc1ccc2nc(SCc3ccccc3F)sc2c1
4: COCc1c(C(=O)OCC(=O)c2ccc[nH]2)oc2ccccc12
5: N#C/C(=C/c1ccccc1[N+](=O)[O-])C(=O)NCc1ccco1
6: CC(C)c1ccc(NC(=O)CSc2nc(=O)n(CCN3CCOCC3)c3c2CCC3)cc1
7: NC(=O)c1ccc(/C(N)=N/S(=O)(=O)c2cc(C(F)(F)F)cc(C(F)(F)F)c2)cc1
8: Cc1nc2ccccn2c1-c1csc(Nc2cccc(O)c2)n1

entry no.,1,2,3,4,5,6,7,8
CHO-K1 Ca PAM,20,20,18,25,-3,-11,2,18
CHO-K1 Ca antag,-10,-9,-10,-19,4,-7,-3,2
CHO-K1 Ca ag,1.0,1.2,0.5,1.7,-0.1,0.6,0.2,11
CHRM5 PAM,8,2,-3,-3,-7,-2,-6,-14
M4 PAM,0,-5,-8,-4,4,0,-4,-11
CHRM5 agonist,-5,-3,3,-8,-3,-4,2,3
CHRM4 agonist,-2,3,2,3,3,0,0,13
M5 antag,-8,0,12,16,11,8,4,6
M4 antag,-9,2,0,-1,23,1,-1,-2

9: COc1ccc(CNC(=O)C(=O)NCc2cccnc2)cc1
10: CCOc1cc(C(=O)NC2CC(C)(C)NC(C)(C)C2)cc(OCC)c1OCC
11: CCC(C)NC(=O)CSc1nnc(-c2ccc(Cl)cc2)n1N (centres undefined)
12: COc1cc(N=C2C(=O)N3CCCc4cccc2c43)cc(OC)c1
13: C[C@H](NC(=O)c1ccccc1)C(=O)Nc1nc(-c2ccccn2)cs1
14: CCOC(=O)C1CCCN(C(=O)CSc2ccc(Br)cc2)C1 (centres undefined)
15: Cc1cc(Cl)c(S(=O)(=O)NCCC(=O)O)cc1OCC(N)=O
16: O=C(OCc1ccc(Cl)c(Cl)c1)c1ccc[nH]1

entry no.,9,10,11,12,13,14,15,16
CHO-K1 Ca PAM,8,-17,-19,22,-9,-10,13,13
CHO-K1 Ca antag,-13,8,7,-7,5,18,-8,-3
CHO-K1 Ca ag,-0.2,-0.6,-0.2,0.0,1.2,-0.2,0.3,2.1
CHRM5 PAM,-5,5,-2,3,-3,-5,-7,3
M4 PAM,1,0,2,2,-7,0,-3,-6
CHRM5 agonist,-2,3,-2,2,4,-1,-6,1
CHRM4 agonist,1,0,2,1,6,2,0,4
M5 antag,9,3,12,1,2,4,11,1
M4 antag,-11,4,-7,7,-1,2,1,7

17: COc1ccc(S(=O)(=O)N2CCC[C@H]2C(=O)N2CCC[C@H]2C(=O)N[C@H](C)c2ccccc2)cc1C
18: O=C1OCCC1=COCCCCCOC=C1CCOC1=O
19: Cc1cc(C(=O)N2CCC(C)CC2)on1
20: COc1ccc(CC(=O)N(Cc2ccccc2)c2ccc(C)cc2)cc1S(=O)(=O)N1CCOCC1
21: Cc1ccccc1Sc1c(C#N)c(-c2ccccc2)nn1C
22: O=C(NNc1cccc(Cl)n1)c1ccc(Cl)cc1Cl
23: COc1ccc(COC(=O)CCc2c[nH]c3ccccc23)cc1F
24: c1ccc2c(c1)nc(N1CCCCCC1)c1nncn12

entry no.,17,18,19,20,21,22,23,24
CHO-K1 Ca PAM,17,4,-7,-5,-11,17,2,8
CHO-K1 Ca antag,-10,13,-5,-1,-16,-10,-10,1
CHO-K1 Ca ag,0.1,1.1,-0.6,6.6,-0.8,1.3,1.4,0.3
CHRM5 PAM,-6,-4,18*,-19,-15,3,-11,1
M4 PAM,-3,-7,24,-12,-7,1,-3,4
CHRM5 agonist,0,2,1,2,-2,-2,-3,-1
CHRM4 agonist,0,1,1,16,-2,1,3,0
M5 antag,5,14,6,16,-4,-2,14,-4
M4 antag,10,5,9,3,0,6,-2,-3

25: Cc1ccc(C)c(C(=O)COc2ccc(C)nc2[N+](=O)[O-])c1
26: Cc1c(C(=O)N2C[C@@H](C)O[C@@H](C)C2)oc2c(F)cccc12
27: O=C(CSc1nnc(NC(=O)c2ccco2)s1)Nc1ccccc1Br
28: CCOC(=O)Cc1ccc(Nc2nc(NCc3ccccc3)nc3ccsc23)cc1
29: Cc1nc2nc[nH]n2c(=O)c1NC(=O)c1cccc(OCC(C)C)c1
30: O=C(CN1CCN(c2ncccn2)CC1)NCCC1=CCCCC1
31: Clc1ccc(CNC2CCCC2)cc1
32: COc1cccc(C(=O)C2CCCN(CC3=Cc4cc(OC)ccc4OC3)C2)c1 (centres undefined)

entry no.,25,26,27,28,29,30,31,32
CHO-K1 Ca PAM,-4,24,3,2,-10,3,-1,5
CHO-K1 Ca antag,21,-21,-19,10,18,-6,-10,-8
CHO-K1 Ca ag,-0.1,0.2,0.2,11,-0.1,0.2,0.2,0.7
CHRM5 PAM,5,-2,4,-18,-1,0,-3,-5
M4 PAM,15,1,-5,-12,4,4,-4,-16
CHRM5 agonist,-7,-7,-3,1,1,1,2,-7
CHRM4 agonist,0,0,0,12,0,3,1,1
M5 antag,9,5,0,17,-5,-9,-4,5
M4 antag,5,2,15,24,7,6,-7,8

33: Cc1cccc(-c2n[nH]c(=S)n2C)c1
34: CC1CNC(=S)N(c2ccccc2)C1=O (centres undefined)
35: Cc1ccc(C)c(C(=O)CCC(=O)Nc2ccc(N3CCN(C)CC3)cc2C)c1
36: O=S(=O)(Nc1ncnc2sc3c(c12)CCC3)c1ccc2ccccc2c1
37: COc1ccc(C)cc1NC(=O)Cn1c(=O)oc2ccccc21
38: O=C(CSc1nc2ccccc2o1)N/N=C/c1ccco1
39: C[C@H]1CN([C@@H](C)CO)S(=O)(=O)c2ccc(Br)cc2O[C@H]1CN(C)C(=O)Nc1ccccc1F
40: Cc1ccc2[nH]c(C(=O)N3CCN(C=O)CC3)cc2c1

entry no.,33,34,35,36,37,38,39,40
CHO-K1 Ca PAM,13,17,-13,0,15,24,0,12
CHO-K1 Ca antag,3,-11,11,-2,-13,-14,3,-13
CHO-K1 Ca ag,0.4,0.6,0.2,1.8,2.9,0.9,0.5,0.6
CHRM5 PAM,6,1,-38,4,-4,-4,0,-4
M4 PAM,-3,7,0,1,6,2,4,1
CHRM5 agonist,-2,3,-13,-1,-2,-3,1,2
CHRM4 agonist,0,1,2,1,1,0,4,0
M5 antag,5,5,-7,1,7,15,5,3
M4 antag,-5,-1,-22,8,-6,0,-13,-4

41: C[C@H](CO)N1C[C@H](C)[C@H](CN(C)C(=O)Nc2ccccc2)OCc2cnnn2CCCC1=O
42: O=C(Nc1ccc(-c2nc3ccccc3o2)cc1)C1CCCO1 (centres undefined)
43: CCc1nc2c(OCCc3cccc(OC)c3)cccn2c1N(C)C(=O)c1ccc(OC)cc1
44: COc1cc(NS(=O)(=O)c2ccc(NC(=O)CCC(=O)O)cc2)nc(OC)n1
45: O=C(/C=C/c1ccccc1)CC(O)(c1ccccc1)C(F)(F)F (centres undefined)
46: Cc1ccc2c(c1)N(Cc1cccc(C#N)c1)C=NS2(=O)=O
47: Cc1c(C(=O)N/N=C/c2cccnc2)sc(N)c1C#N
48: O=C(O)c1cc(=O)c2c(Cl)cc(Cl)cc2[nH]1

entry no.,41,42,43,44,45,46,47,48
CHO-K1 Ca PAM,9,8,6,-22,-9,-21,5,2
CHO-K1 Ca antag,1,-17,-14,-11,13,-11,1,9
CHO-K1 Ca ag,0.4,3.5,0.6,3.0,0.5,1.3,1.4,-0.1
CHRM5 PAM,1,-7,-2,-1,-5,-2,-5,-2
M4 PAM,1,3,-5,-4,-27,1,-1,9
CHRM5 agonist,0,1,-2,0,-7,-3,-2,1
CHRM4 agonist,0,7,2,0,-2,0,6,1
M5 antag,9,6,-2,8,7,3,0,0
M4 antag,-5,3,-3,2,31*,0,-2,-20

49: O=C(O)c1ccccc1C(=O)Nc1ccccc1
50: CCCNc1nc2nc3ccccn3c(=O)c2cc1C(=O)NCCN1CCOCC1
51: CN(Cc1ccc(Br)cc1)CC(O)COc1cccc(Br)c1 (centres undefined)
52: COc1ccc(C(C)=O)cc1CSc1nc2nc(C)cc(C)n2n1
53: Cc1cc(=O)[nH]c(-n2ncc(C#N)c2N)n1
54: CCN1CCN(c2ccc(S(=O)(=O)N3CCOCC3)cc2NC(=O)c2ccc(C)cc2C)CC1
55: C[C@@H]1CN([C@H](C)CO)C(=O)CCCn2nncc2CO[C@H]1CN(C)S(=O)(=O)c1ccc2ccccc2c1
56: COc1cc(C(=O)N2CCN(Cc3ccccn3)CC2)cc(OC)c1OC

entry no.,49,50,51,52,53,54,55,56
CHO-K1 Ca PAM,14,3,25,6,1,13,-1,0
CHO-K1 Ca antag,-5,-12,-13,-9,-3,-9,4,0
CHO-K1 Ca ag,0.4,-0.3,1.8,0.3,-0.2,0.4,0.3,0.2
CHRM5 PAM,0,-2,17,15,1,4,-2,0
M4 PAM,16,-6,-3,0,13,-4,3,3
CHRM5 agonist,-2,-1,-3,-1,-1,1,-1,-2
CHRM4 agonist,1,-1,2,0,2,1,3,0
M5 antag,3,7,-10,-5,-10,-9,4,5
M4 antag,-5,7,-19,-14,-4,4,-11,3

57: CC1CCCCC1NC(=O)NC(=O)COC(=O)c1nccnc1N (centres undefined)
58: O=S(=O)(c1ccc(-c2cc(C(F)(F)F)on2)s1)N1CCCC1
59: CN(C)c1ccc(C=NNc2nc3c([nH]2)c(=O)n(C)c(=O)n3C)cc1
60: COc1ccc(-c2ccc3ccccc3n2)cc1OC
61: COc1ccc(-c2oc(=O)c3cc(OC)c(OC)cc3c2-c2cc(F)cc(OC)c2)cc1

entry no.,57,58,59,60,61
CHO-K1 Ca PAM,6,16,16,-5,-6
CHO-K1 Ca antag,-10,-7,-7,-3,-2
CHO-K1 Ca ag,0.9,1.5,1.2,-0.5,0.0
CHRM5 PAM,-11,4,-10,0,-7
M4 PAM,3,-3,-4,-2,10
CHRM5 agonist,6,-6,0,-3,0
CHRM4 agonist,2,3,2,3,0
M5 antag,-2,6,20,5,15
M4 antag,-16,0,9,3,2

Sorted by count of non-hydrogen atoms (smallest number first): 8 of the compounds above
53: Cc1cc(=O)[nH]c(-n2ncc(C#N)c2N)n1
60: COc1ccc(-c2ccc3ccccc3n2)cc1OC
58: O=S(=O)(c1ccc(-c2cc(C(F)(F)F)on2)s1)N1CCCC1
52: COc1ccc(C(C)=O)cc1CSc1nc2nc(C)cc(C)n2n1
59: CN(C)c1ccc(C=NNc2nc3c([nH]2)c(=O)n(C)c(=O)n3C)cc1
61: COc1ccc(-c2oc(=O)c3cc(OC)c(OC)cc3c2-c2cc(F)cc(OC)c2)cc1
54: CCN1CCN(c2ccc(S(=O)(=O)N3CCOCC3)cc2NC(=O)c2ccc(C)cc2C)CC1
55: C[C@@H]1CN([C@H](C)CO)C(=O)CCCn2nncc2CO[C@H]1CN(C)S(=O)(=O)c1ccc2ccccc2c1

entry no.,53,60,58,52,59,61,54,55
CHO-K1 Ca PAM,1,-5,16,6,16,-6,13,-1
CHO-K1 Ca antag,-3,-3,-7,-9,-7,-2,-9,4
CHO-K1 Ca ag,-0.2,-0.5,1.5,0.3,1.2,0.0,0.4,0.3
CHRM5 PAM,1,0,4,15,-10,-7,4,-2
M4 PAM,13,-2,-3,0,-4,10,-4,3
CHRM5 agonist,-1,-3,-6,-1,0,0,1,-1
CHRM4 agonist,2,3,3,0,2,0,1,3
M5 antag,-10,5,6,-5,20,15,-9,4
M4 antag,-4,3,0,-14,9,2,4,-11
